# Screening results from PubChem.
# IP6K1 inhibitor: inhibitors of human IP6K1; hit rate 0.81% among 140,000; AID 1645851; IP6K1 kinase, ADP-Glo luminescence, 2 h; active compounds read low; activity change, % (series mostly up to about 58 µM); in the data active means activity change below about -25%
#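 ADP-Glo luminescence measures ADP made by human IP6K1 during a 2 h RT reaction with ATP/IP6 (mix at 1.3 mM/130 uM); top library doses 57.5 and 19.1 uM final.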
# NIH3T3 tox: cytotoxic compounds in NIH 3T3 cells | hit rate 4.3% among 94,000 | Potency, µM (highest dose often 96.7 µM), inactives show at the highest dose activity change, negative = cytotoxicity, actives largely listed as inhibitors | AID 1345082 | NIH 3T3 viability, CellTiter-Glo ATP luminescence, 48-72 h; further: potency means the concentration at half of the fitted maximal effect; nearly all actives have a fitted effect of over 55% in size
#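 Cytotoxicity was measured by CellTiter-Glo ATP luminescence after 48 or 72 h compound exposure at 37 °C. Mouse NIH 3T3 fibroblasts were seeded at 400 cells/well and dosed by 23 nL pin transfer.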
# SNCA expr inhib: SNCA gene expression inhibition | HEK-293 SNCA-luciferase knock-in, luminescence, 24 h | Potency, µM (titrated, usually from 57.2 µM), for inactives: top-dose activity change, negative = inhibition, actives largely listed as inhibitors | hit rate 0.17% among 140,000 | AID 1671194;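 further: potency means the concentration at half of the fitted maximal effect; plate controls were DMSO cells for no effect and cell-free wells for full effect; nearly all actives have a fitted effect of over 45% in size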
# GPT2 inh: blocks human glutamate pyruvate transaminase 2; Q8TD30; AID 1671188; Potency, µM (titrated, usually from 57.7 µM), inactives show at the top dose activity change, negative = inhibition, actives largely listed as inhibitors; Recombinant GPT2, coupled pyruvate oxidase/HRP Amplex Red fluorescence; hit rate 0.25% among 100,000; further: potency means the concentration at half of the fitted maximal effect; nearly all actives have a fitted effect of over 60% in size; many of its hits are not listed in these tables
#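 Fluorescence read-out: pyruvate from GPT2 turnover coupled to pyruvate oxidase, HRP and Amplex Red (0.2mM ThPP, 0.2U/mL PO and HRP, 50uM Amplex final). Substrates 250uM a-KG, 2mM L-alanine; enzyme 10ng/uL; 30 min RT.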
# SNCA viab count: reduces viability of HEK-293 SNCA reporter cells; HEK-293-SNCA-luc viability, GF-AFC fluorescence, 24 h; hit rate 0.12% among 150,000; Potency, µM (titrated, usually from 57.1 µM), for the others: at the top dose activity change, negative = cytotoxicity, hits mostly cytotoxic; AID 1671193;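 further: potency means the concentration at half of the fitted maximal effect; 0% = DMSO-treated cells and -100% = medium-only wells without cells; nearly all actives have a fitted effect of over 30% in size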
#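 HEK-293-SNCA-luc cells (1500/well) plated 24 h, then exposed 24 h to a dilution series; GF-AFC added 30 min at 37C, fluorescence 405/540 nm; normalised to medium-only and DMSO wells, Hill fit.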
# FLuc inh: blocks purified firefly luciferase enzyme activity; AID 1347043; purified P. pyralis luciferase, luminescence, biochemical; Potency, µM (doses to about 115 µM), for the others: at the top dose activity change, negative = inhibition, usual class: inhibitors; hit rate 2.5% among 76,000; P08659; further: potency means the concentration at half of the fitted maximal effect; nearly all actives have a fitted effect of over 65% in size
# Target sequence (P08659 whole entry, looked up): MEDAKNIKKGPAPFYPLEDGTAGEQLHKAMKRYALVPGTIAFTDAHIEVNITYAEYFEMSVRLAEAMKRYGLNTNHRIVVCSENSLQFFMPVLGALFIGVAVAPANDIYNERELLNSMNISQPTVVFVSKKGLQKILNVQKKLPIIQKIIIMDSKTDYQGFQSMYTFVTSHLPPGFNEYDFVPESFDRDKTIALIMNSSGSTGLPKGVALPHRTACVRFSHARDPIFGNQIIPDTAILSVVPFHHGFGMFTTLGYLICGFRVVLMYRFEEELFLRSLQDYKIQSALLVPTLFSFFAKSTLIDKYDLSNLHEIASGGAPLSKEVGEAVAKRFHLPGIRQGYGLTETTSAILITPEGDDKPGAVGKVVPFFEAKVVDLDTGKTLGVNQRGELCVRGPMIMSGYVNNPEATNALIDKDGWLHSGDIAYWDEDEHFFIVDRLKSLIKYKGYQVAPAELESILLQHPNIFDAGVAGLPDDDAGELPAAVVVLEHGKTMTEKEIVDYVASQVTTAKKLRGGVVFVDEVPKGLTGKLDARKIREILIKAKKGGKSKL
#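 Purified P. pyralis luciferase (10nM final) in 50mM Tris acetate pH 7.5, 10mM Mg acetate, 0.01% Tween-20, 0.05% BSA with 10uM D-luciferin and 10uM ATP. Compounds titrated qHTS. Luminescence imaged on CCD.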
# HEK293 tox: HEK 293 cell cytotoxicity. Potency, µM (doses to about 115 µM), for the others: at the top dose activity change, negative = cytotoxicity, actives largely listed as inhibitors. hit rate 6.6% among 94,000. HEK 293 viability, ATP luminescence (CellTiter-Glo), 48-72 h; further: potency means the concentration at half of the fitted maximal effect; nearly all actives have a fitted effect of over 60% in size
#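 250 HEK 293 cells/well; compound by pintool; incubated 48 or 72 hr at 37 degree Celsius; CellTiter-Glo added, 10 min RT, luminescence imaged.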
# The depositor's hits bear a star; i = inactive; ? = inconclusive; nt = no result given; [ ] = another dose, or the depositor's remark. Unless noted, the call rests on the fitted dose curve; in most records, active means well fitted curve in the direction sought with a large enough effect; inconclusive means small, poorly fitted or top-dose-only effect, or another doubt; inactive means no such curve, though single readings can be large; an effect the other way counts as inactive or inconclusive. Unless noted, on the % scale 0 is the no-effect control and ±100 the full control effect. Random draw from the library; any-hit rate near 7.7%.
# Values run as follows: IP6K1 inhibitor | NIH3T3 tox | SNCA expr inhib | GPT2 inh | SNCA viab count | FLuc inh | HEK293 tox
(1) CN1CC2(CCN(C(=O)c3cccnc3N(C)C3CCCCC3)CC2)OC1=O
  1.6 | -3.4% | -20.9% | -13.3% | 10.0% | -1.6% | -1.7%
(2) O=C(C1CCCC1)N1Cc2ccccc2NC(=O)C12CCNCC2
  10.5 | -14.8% | 9.5% | i | 1.2% | -0.6% | -8.8%
(3) N#Cc1cccc(C#N)c1-c1nc2c3ccccc3c3cc(Cl)ccc3c2[nH]1
  0.2 | nt | nt | ? | -5.6% | nt | nt
(4) COc1cccc(Cn2c(CNS(=O)(=O)c3ccc(C(C)(C)C)cc3)nc3cccnc32)c1
  15.3 | nt | ? | nt | ? | nt | nt
(5) O=c1n(CCN2CCC(N[S+](=O)([O-])c3cccs3)C2)nc2n1CCCC2 (centres undefined)
  -4.2 | -4.6% | nt | nt | nt | nt | -4.6%
(6) CCn1cc(S(=O)(=O)N2C[C@H]3CN(CCO)C[C@@]3(C(=O)O)C2)cn1
  11.2 | -0.8% | 4.1% | -13.7% | -3.0% | 5.4% | i
(7) Cc1cc(C)c2c(CC(=O)Nc3c(C(=O)c4ccc(F)cc4)oc4ccccc34)coc2c1
  -6.7 | nt | -6.1% | nt | 3.1% | nt | nt
(8) O=C1CCn2nnc(CNc3ccc(OC(F)(F)F)cc3)c2CN1Cc1ccccc1
  -14.6 | ? | 4.3%[87.6 µM] | 0.5%[88.5 µM] | 1.5%[87.6 µM] | 2.1%[172 µM] | ?
(9) COc1cccc(CN2C[C@@H]3C(=O)N(Cc4ccc5c(c4)OCO5)C(=O)[C@@H]3C2)c1
  -10.2 | -5.9% | 4.6% | 0.6% | -7.0% | 16.6% | -17.6%
(10) CC(C)N1CCC(N2CCN(Cc3cn(C(C)C)c4ccccc34)CC2CCO)CC1 (centres undefined)
  -0.6 | ? | 22.3% | i | 4.3% | 2.4% | ?
(11) FC(F)(F)CN1C2CCC1CN(c1cnccn1)C2
  1.4 | 4.1%[138 µM] | -14.5%[87.6 µM] | -5.9%[88.5 µM] | 5.4%[87.6 µM] | nt | i
(12) C#CCNC(=O)C1CN(c2ccccc2)C(=O)N1 (centres undefined)
  -5.8 | i | -5.6%[87.6 µM] | i | 9.2%[87.6 µM] | 5.2%[172 µM] | -0.6%[172 µM]
(13) COc1cccc(CNC[C@H]2O[C@H](Cc3cc(-c4ccccn4)on3)CC[C@@H]2O)c1
  21.2 | -0.9%[174 µM] | -0.1%[87.6 µM] | i | 4.2%[87.6 µM] | -4.6%[172 µM] | -4.7%[172 µM]
(14) CCN1CCC(CCNC(=O)C2CCCN(S(C)(=O)=O)CCC(=O)NCC2)CC1 (centres undefined)
  6.8 | 3.4% | -6.7% | i | -9.2% | 1.8% | 3.1%
(15) CCC1(N2CCN(C(=O)c3ccc(N(C)C)cc3)CC2)CCN(C(=O)NC)C1 (centres undefined)
  10.6 | -22.3% | 9.3% | i | 1.5% | -2.3% | ?

# Just GPT2 inh, NIH3T3 tox and SNCA expr inhib (7 entries from above):
no. | mol | GPT2 inh | NIH3T3 tox | SNCA expr inhib
13 | COc1cccc(CNC[C@H]2O[C@H](Cc3cc(-c4ccccn4)on3)CC[C@@H]2O)c1 | i | -0.9%[174 µM] | -0.1%[87.6 µM]
3 | N#Cc1cccc(C#N)c1-c1nc2c3ccccc3c3cc(Cl)ccc3c2[nH]1 | ? | nt | nt
6 | CCn1cc(S(=O)(=O)N2C[C@H]3CN(CCO)C[C@@]3(C(=O)O)C2)cn1 | -13.7% | -0.8% | 4.1%
12 | C#CCNC(=O)C1CN(c2ccccc2)C(=O)N1 (centres undefined) | i | i | -5.6%[87.6 µM]
8 | O=C1CCn2nnc(CNc3ccc(OC(F)(F)F)cc3)c2CN1Cc1ccccc1 | 0.5%[88.5 µM] | ? | 4.3%[87.6 µM]
2 | O=C(C1CCCC1)N1Cc2ccccc2NC(=O)C12CCNCC2 | i | -14.8% | 9.5%
10 | CC(C)N1CCC(N2CCN(Cc3cn(C(C)C)c4ccccc34)CC2CCO)CC1 (centres undefined) | i | ? | 22.3%

# (next part)
# Values run as follows: IP6K1 inhibitor | NIH3T3 tox | SNCA expr inhib | GPT2 inh | SNCA viab count | FLuc inh | HEK293 tox
(16) COCc1cc(C[C@@H]2CC[C@H](O)[C@@H](CN(CC3CCCCC3)CC3CCCCC3)O2)no1
  0.5 | -16.0% | -15.6% | 0.5% | -29.6% | 4.8% | ?
(17) CCOc1ccccc1CN1CCC2(CCN(Cc3ccsc3)CC2)Oc2ccccc21
  -13.6 | ? | -19.6% | i | -13.4% | 7.1% | -23.1%
(18) CCOc1ccc(NC(=O)c2cc3cc(C)ccc3n2C)cc1
  -2.4 | nt | 3.3% | nt | -3.6% | nt | nt
(19) O=C(NCCCc1nc2ccccc2n1Cc1cccc(Cl)c1)C1CCCCC1
  9.5 | nt | ? | nt | -15.5% | nt | nt
(20) COc1cc(NC(=O)CN2C(=O)NC3(CCCCC3)C2=O)cc(OC)c1OC
  14.2 | -8.6% | -6.0% | 3.9% | 0.0% | 11.3% | 0.4%
(21) O=C(O)CCn1cnc2onc(-c3cc(F)cc(F)c3)c2c1=O
  -9.8 | nt | -8.7% | nt | 2.4% | nt | nt
(22) Cc1c(Cl)cccc1NC(=O)C(=O)NCCc1csc2nc(-c3ccccc3F)nn12
  -2.4 | nt | -21.5% | nt | -0.4% | nt | nt
(23) COc1ccc(-c2cc(C(=O)N3CCC(c4ccccc4)CC3)c3cnn(C)c3n2)cc1
  -8.2 | ? | nt | nt | nt | nt | ?
(24) COc1cccc(-c2ccc(C(=O)N3CCC(C(=O)N4CCC(C#N)CC4)CC3)cc2)c1
  -4.6 | ? | -23.3% | -2.0% | -0.9%[12.5 µM] | nt | ?
(25) O=C(O)CC1(O)C(=O)Nc2ccccc21 (centres undefined)
  -31.1* | nt | nt | -27.1%[88.5 µM] | 4.4%[87.6 µM] | nt | nt
(26) CN1CCCCCC(O)c2cc(C(=O)NCCCN3CCCC3=O)ccc21 (centres undefined)
  3.9 | -23.9% | -2.2% | i | -3.5% | -0.5% | -3.2%
(27) O=C(c1cccc(F)c1)N1CCC(n2cc(-c3nc(-c4ccccc4)no3)nn2)C1 (centres undefined)
  4.9 | ? | -18.3% | i | ? | -29.1% | ?
(28) COCCCNc1nc2c(c(=O)n(Cc3ccc(F)cc3)c(=O)n2C)n1C
  0.3 | nt | 21.9% | nt | 10.0% | nt | nt
(29) CC(C)C(=O)N1CCCCCCN(C)C(=O)[C@@H]2CCC[C@@H]21
  5.7 | -7.6% | -12.6% | -23.6% | 1.2% | -8.2% | -11.6%
(30) CCN1C(=O)c2ccccc2S(=O)(=O)c2ccc(C(=O)NCc3ccccc3Cl)cc21
  29.3 | nt | -16.3% | nt | 9.3% | nt | nt
(31) CSCC(=O)N[C@H]1CCN2C(=O)c3cc(-c4ccc(Cl)cc4)ccc3NC(=O)[C@H]12
  5.5 | ? | 19.7%[87.6 µM] | -3.1%[88.5 µM] | 0.5%[87.6 µM] | ? | ?

# Reformatted: entries from further up
item	compound	IP6K1 inhibitor	NIH3T3 tox	SNCA expr inhib	GPT2 inh	SNCA viab count	FLuc inh	HEK293 tox
16	COCc1cc(C[C@@H]2CC[C@H](O)[C@@H](CN(CC3CCCCC3)CC3CCCCC3)O2)no1	0.5	-16.0%	-15.6%	0.5%	-29.6%	4.8%	?
17	CCOc1ccccc1CN1CCC2(CCN(Cc3ccsc3)CC2)Oc2ccccc21	-13.6	?	-19.6%	i	-13.4%	7.1%	-23.1%
18	CCOc1ccc(NC(=O)c2cc3cc(C)ccc3n2C)cc1	-2.4	nt	3.3%	nt	-3.6%	nt	nt
19	O=C(NCCCc1nc2ccccc2n1Cc1cccc(Cl)c1)C1CCCCC1	9.5	nt	?	nt	-15.5%	nt	nt
20	COc1cc(NC(=O)CN2C(=O)NC3(CCCCC3)C2=O)cc(OC)c1OC	14.2	-8.6%	-6.0%	3.9%	0.0%	11.3%	0.4%
21	O=C(O)CCn1cnc2onc(-c3cc(F)cc(F)c3)c2c1=O	-9.8	nt	-8.7%	nt	2.4%	nt	nt
